Bioassay records deposited in PubChem by National Center for Advancing Translational Sciences (NCATS).
Fluorescein fluor – compound fluoresces in the fluorescein spectral region | 0.91% of 59,000 active | AID 593 | max fluorescein-equivalent concentration, M | Compound autofluorescence, 480/540 nm, fluorescein-equivalent; stronger effect = higher value; in the data active = max fluorescein-equivalent concentration above about 10 nM; inconclusive = between about 1.1 nM and that limit
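Fluorescein stocks ranging 3 mM down to 300 nM, plus DMSO blanks, were pinned alongside compounds to build a per-plate standard curve. Buffer: 100 mM Tris, pH 8.0. Incubation 15 min, room temperature; filters 480/540 nm.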
HEK293 cAMP ctrl – counter-screen for TSHR agonists: cAMP increase in parental HEK293; parental HEK293 CNG cAMP sensor, membrane potential fluorescence; Potency, µM (top dose mostly 57.1 µM), inactives show top-dose activation, hits mostly activators; 2.5% of 73,000 active; AID 938; note: potency is the fitted concentration of half-maximal effect; % of control where 0% means no effect; nearly all actives have a fitted effect of over 55% in size
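Parental HEK 293 cells stably expressing a modified CNG channel (no TSHR) report cAMP rise as membrane depolarization. Membrane potential dye with 100 uM RO 20-1724 was loaded for 60 min at room temperature, then compound added for 30 min; fluorescence read at 590 nm.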
A350 autofl – A350 region autofluorescence; Compound autofluorescence, 340/450 nm, Alexa 350 dye-equivalents; stronger effect = higher value; max dye-equivalent concentration, M; 11% of 59,000 active; in the data active = max dye-equivalent concentration above about 10 nM; inconclusive = mostly about 1.1 nM to 9.6 nM
BRCT PPI red – inhibitors of human BRCA1 BRCT-phosphoprotein interaction (red fluorophore) | BRCT-phosphopeptide binding, red fluorescence polarization | Potency, µM (highest dose often 76.9 µM), without a hit: at the highest dose activity change, negative = inhibition, actives largely listed as inhibitors | 0.03% of 75,000 active | AID 892; note: % is set by controls: 0 for no effect and ±100 for the full control effect
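Fluorescence polarization: 100 nM His-tagged BRCA1 BRCT with 100 nM TAMRA-labelled phospho-BACH1 decapeptide, phosphate buffer pH 7.3 with 150 mM NaCl, DTT, 0.01% Tween 20; 12 min RT. Binding inhibition seen as FP decrease.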
Caspase-1 inhib – caspase-1 (human) inhibition, allosteric or competitive. P29466. Caspase-1 enzyme, Ac-WEHD-AFC fluorogenic rate. Potency, µM (top dose mostly 57.5 µM), for inactives: at the top dose activity change, negative = inhibition, hits mostly inhibitors. 0.03% of 75,000 active;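 note: potency is the fitted concentration of half-maximal effect; plate controls were vehicle for no effect and no substrate for full effect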
Target sequence (P29466 120-297 limits assumed): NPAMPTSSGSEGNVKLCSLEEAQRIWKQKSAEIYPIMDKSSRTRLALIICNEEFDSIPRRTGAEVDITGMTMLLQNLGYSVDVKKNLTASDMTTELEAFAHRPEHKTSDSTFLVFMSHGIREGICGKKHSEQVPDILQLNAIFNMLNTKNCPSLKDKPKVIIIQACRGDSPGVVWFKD
Target sequence (P29466 317-404 limits assumed): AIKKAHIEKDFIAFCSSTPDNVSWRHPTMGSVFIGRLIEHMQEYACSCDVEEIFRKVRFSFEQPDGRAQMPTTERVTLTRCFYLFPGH
USP2a inh – USP2a (human) protease inhibition | O75604 | USP2a enzymatic assay, qHTS inhibition | Potency, µM (highest dose often 38.3 µM), without a hit: at the top dose activity change, negative = inhibition, actives largely listed as inhibitors | 0.1% of 60,000 active;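 note: potency is the fitted concentration of half-maximal effect; nearly all actives have a fitted effect of over 60% in size; plate controls were DMSO for no effect and NEM full inhibition control for full effect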
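20 nM USP2 core + cpd, 30 min RT; add 20 nM Ub-PLA2/20 uM NBD C6-HPC; read Ex460/Em535 at 0 h and 2.5 h. Normalized to NEM; qHTS curve fit/classification.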
Caspase-7 inhib – allosteric or competitive inhibitors of human caspase-7; P55210; recombinant caspase-7, Ac-DEVD-AFC fluorescence rate; Potency, µM (highest dose often 57.5 µM), for inactives: at the highest dose activity change, negative = inhibition, hits mostly inhibitors; 0.02% of 75,000 active; AID 889; active = well fitted inhibition curve with a large enough effect in the main read-out, with a control signal flat, not every such curve was filed as active; inconclusive = small, poorly fitted or top-dose-only effect, or a change in a side signal; note: potency is the fitted concentration of half-maximal effect; % of control where 0% means no effect
Target sequence (P55210 24-198 limits assumed): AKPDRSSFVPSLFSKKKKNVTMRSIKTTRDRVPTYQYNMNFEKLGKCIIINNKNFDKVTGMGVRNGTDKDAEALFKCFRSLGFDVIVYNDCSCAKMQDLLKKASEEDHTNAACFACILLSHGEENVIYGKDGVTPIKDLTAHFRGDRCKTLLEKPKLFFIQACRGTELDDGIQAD
Target sequence (P55210 207-303 limits assumed): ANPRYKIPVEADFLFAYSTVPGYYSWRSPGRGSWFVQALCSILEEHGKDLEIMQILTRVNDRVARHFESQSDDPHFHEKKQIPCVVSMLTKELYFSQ
UbGFP stabilizer – inhibits proteasome, raising ubiquitin-GFP reporter fluorescence | 67,000 tested, under 10 active | Potency, µM (highest dose often 45.9 µM), inactives show at the top dose activation (GFP accumulation), hits mostly activators | Ubiquitin-GFP reporter cells, proteasome inhibition, GFP fluorescence; response scale: untreated = 0%, 10 µM MG-132 = 100%; active = well fitted activation curve with a large enough effect, not every such curve was filed as active; inconclusive = small, poorly fitted or top-dose-only effect, or another doubt; inactive = no such curve, though single readings can be large or run the other way; note: potency is the fitted concentration of half-maximal effect
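Reporter cells (U2OS, ubiquitin-G76V-GFP fusion) are plated overnight, then treated 4 hr at 37 °C with compound titrations from 46 uM down to 2.9 nM. Activity is scaled against untreated cells and 10 uM MG-132.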
4-MU autofl – compounds fluorescent in 4-MU spectral region | compound autofluorescence, 340/450 nm, 4-MU equivalents; stronger effect = higher value | 11% of 59,000 active | AID 589 | max dye-equivalent concentration, M; in the data active = max dye-equivalent concentration above about 10 nM; inconclusive = mostly about 1.1 nM to 9.6 nM
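Intrinsic fluorescence at 340/450 nm (ex/em) was read after 15 min at room temperature in pH 8.0, 100 mM Tris. Each compound concentration expressed as 4-MU-equivalent concentration from a six-point 4-MU standard series on each plate.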
GFP derepression – epigenetic GFP locus derepression in mouse cells; mouse C127i GFP locus derepression, cytometry, 30 h; Potency, µM (highest dose often 46.1 µM), inactives show at the highest dose GFP derepression (activation); 0.09% of 68,000 active; AID 597; note: % of control where 0% means no effect
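Locus derepression in mouse mammary C127i cells whose integrated CMV-GFP reporter is normally silent; GFP expression after 30 h compound treatment was quantified by counting fluorescent cells.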
BRCT inh green – inhibitors of human BRCA1 BRCT-phosphoprotein interaction (green fluorophore); P38398; BRCA1 BRCT-phosphopeptide binding, green fluorescence polarization; Potency, µM (highest dose often 76.9 µM), inactives show top-dose activity change, negative = inhibition, hits mostly inhibitors; 0.05% of 75,000 active;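 note: potency is the fitted concentration of half-maximal effect; plate controls were peptide without protein for full effect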
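Compounds were incubated for 12 min at room temperature with a complex of 100 nM fluorescein-tagged pBACH1 decapeptide and 250 nM His-tagged BRCT protein. Buffer was phosphate pH 7.3 with EDTA, DTT and Tween 20. Disruption of binding lowers the polarization signal.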
An asterisk follows results filed as active; i = inactive; ? = inconclusive; nt = not tested or not shown; [ ] = remark or other dose. Unless noted, calls come from the whole dose curve; as a rule, active = well fitted curve in the direction sought with a large enough effect; inconclusive = small, poorly fitted or top-dose-only effect, or another doubt; inactive = no such curve, though single readings can be large; an effect the other way counts as inactive or inconclusive. The list is partial; count on the stated rates, not on these rows.

The opening 2 records (preview)
mol,HEK293 cAMP ctrl,BRCT PPI red,USP2a inh,Caspase-7 inhib,Caspase-1 inhib,Fluorescein fluor,GFP derepression,A350 autofl,UbGFP stabilizer,BRCT inh green,4-MU autofl
CC(=O)c1c(N2CCN(c3ccccc3)CC2)nc(=S)n(-c2ccccc2)c1C,-5%,1.4%,16%,-6%,-4%,nt,0%,nt,24%,-0.6%,nt
COc1ccc(OCCn2c(=N)n(CCO)c3ccccc32)cc1,13%,0.4%,3%,1%,1%,i,-1%,i,-2%,-0.6%,i

Main list, from the first entry:
mol,HEK293 cAMP ctrl,BRCT PPI red,USP2a inh,Caspase-7 inhib,Caspase-1 inhib,Fluorescein fluor,GFP derepression,A350 autofl,UbGFP stabilizer,BRCT inh green,4-MU autofl
CC(=O)c1c(N2CCN(c3ccccc3)CC2)nc(=S)n(-c2ccccc2)c1C,-5%,1.4%,16%,-6%,-4%,nt,0%,nt,24%,-0.6%,nt
COc1ccc(OCCn2c(=N)n(CCO)c3ccccc32)cc1,13%,0.4%,3%,1%,1%,i,-1%,i,-2%,-0.6%,i
COc1ccc(CCNC(=O)Cn2c(=O)oc3ccccc32)cc1OC,2%,0.8%,-4%,2%,0%,?,0%,i,-7%,-0.1%,i
COc1ccc(CNc2nc(-c3ccc(N(C)C)cc3)nc3ccccc23)c(OC)c1,-21%,-2.5%,?,-13%,-12%,i,-3%[9.22 µM],?,0%,3.4%,i
O=c1c2ccccc2nc(SCc2nnc(-c3ccccc3)o2)n1-c1ccc(F)cc1F,?,-0.3%,47%[activator],-2%,3%,?,0%,?,5%,2.2%,i
CC(=O)Nc1ccc2c(c1)CCCN2C(=O)c1ccccc1,4%,-0.1%,-3%,-1%,1%,?,6%,i,-2%,-2.0%,i
COC(=O)[C@H](C)NC(=O)Nc1ccc(S(N)(=O)=O)cc1,1%,-1.0%,-4%,1%,-1%,i,-2%,i,-7%,-0.1%,i
CC1CCN(CCCn2c(=S)[nH]c3ccc(N4CCOCC4)cc3c2=O)CC1,-24%,0.4%,-1%,-19%,?,i,0%,2.4e-08M*,0%,-3.1%,1.9e-08M*
Cc1ccc(C)n1CCN1CCN(CC(=O)Nc2cc(C(F)(F)F)ccc2Cl)CC1,6%,1.3%,50%[activator],-3%,-3%,?,1%,i,-1%,-1.1%,i
COc1ccccc1CN1CC(C(=O)N2CCN(c3ccc(F)cc3)CC2)CC1=O (stereo not drawn),5%,-0.3%,18%,0%,3%,i,4%,i,11%,-0.2%,i
Cc1nnc(SCC(=O)N2c3ccccc3Sc3ccccc32)n1N,7%,-0.1%,-1%,0%,0%,i,-1%,i,1%,0.9%,i
COc1ccc(OC)c(C2C(C(=O)c3ccc(C)o3)=C(O)C(=O)N2CCCN2CCOCC2)c1 (stereo not drawn),-2%,1.6%,-10%,-2%,2%,i,-4%,i,-8%,-1.5%,i
Cc1nonc1NC(=O)Nc1cccnc1,-3%[2.29 µM],-0.5%,1%,-3%,2%,i,2%,i,9%,0.0%,i
CC(=O)c1sc2nc(=O)c(C)nn2c1C,-1%,-3.2%,-1%,1%,1%,?,-1%,i,0%,-4.0%,i
Cc1nn(-c2cccc(Cl)c2)c2c1C(c1cccnc1)C(C#N)=C(N)O2 (stereo not drawn),16%,-1.3%,?,-1%,-2%,i,-2%,i,-1%,-0.6%,i
CCOc1ccc(N2C(=O)c3cccnc3C2Nc2ccc(OC)cc2)cc1 (stereo not drawn),-2%,-1.2%,0%,-2%,1%,?,-6%,?,-5%,-2.9%,?
OCCN1CN=C(Nc2nc3ccccc3o2)NC1,9%,0.3%,2%,-1%,2%,?,4%,i,0%,-0.7%,i
CCOC(=O)c1cnc(SCC(=O)Nc2ccc(NC(C)=O)c(OC)c2)nc1N,-9%,-0.2%,44%[activator],1%,1%,i,0%,i,-3%,-0.3%,i
Cc1ccc(-n2c(N)c(C(=O)N3CCOCC3)sc2=S)c(C)c1,-26%,0.1%,6%,-3%,4%,i,-1%,i,2%,-1.0%,i
O=C(NCCCO)c1ccc2[nH]c3ccccc3c2c1,0%,1.0%,nt,1%,-3%,i,-2%,i,1%,-1.6%,i
COc1ccc(C(=O)NCC(c2ccc(F)cc2)N2CCOCC2)cc1S(=O)(=O)N1CCCC1 (stereo not drawn),1%,1.2%,-9%,4%,1%,?,0%,?,-1%,-0.2%,i
Cc1ccccc1CS(=O)(=O)c1nnc([C@H](CC(C)C)NC(=O)OC(C)(C)C)o1,4%,-0.6%,-7%,-2%,1%,?,?,i,-4%,-1.1%,i
COc1cccc(N2CCN(C(=O)C3C4C=CC5(CN(Cc6ccccc6Cl)C(=O)C35)O4)CC2)c1 (stereo not drawn),16%,-1.7%,15%,-1%,-1%,i,-5%,?,-1%,0.6%,i
O=C(NCc1ccc(Cl)cc1)c1cc(-c2ccco2)on1,4%,0.1%,8%,-1%,-2%,i,-1%,i,-14%,0.2%,i
O=C(CN(c1ccc(F)cc1)S(=O)(=O)c1ccc2c(c1)OCCO2)NCC1CCCO1 (stereo not drawn),10%,-1.3%,3%,1%,2%,i,0%,i,4%,0.2%,i
CCOc1ccc(-c2nnc3sc(COc4ccc(C)cc4)nn23)cc1,20µM*,2.2%,8%,-2%,-3%,i,4%,?,1%,-0.4%,i
Cc1ccccc1-n1c(=O)c2ccccc2n2c(=O)[nH]nc12,-2%,-0.1%,-1%,2%,0%,i,-1%,i,-1%,0.5%,i
CCc1n[nH]c2c1/C(=N\O)CC(c1ccccc1)C2 (stereo not drawn),-4%,-0.2%,-8%,4%,0%,i,0%,?,-1%,-0.7%,i
Cc1ccc(NC(=O)COS(=O)c2ccc(C)cc2)cc1 (stereo not drawn),2%,0.1%,-16%,-1%,1%,i,-2%,i,0%,-0.6%,i
C=CCNc1nc(N)c(C(=O)c2ccc3c(c2)OCO3)s1,-6%,1.2%,2%,-2%,-2%,i,6%,?,3%,-1.7%,?
O=C(Nc1nc(SCc2ccc(F)cc2)ns1)c1ccco1,20%,0.3%,-2%,1%,-3%,i,-3%,i,-2%,-0.1%,i
COCCCn1cnc2oc3nc4ccccc4nc3c2c1=O,0%,2.0%,-10%,2%,-8%,?,0%,7.5e-06M*,-2%,1.8%,4.1e-06M*
O=C(N/N=C1/C[C@@H](O)[C@@H](O)[C@@H]2[C@@H]3C(=O)N(c4cccc(Oc5ccccc5)c4)C(=O)[C@H]3CC[C@H]12)OCc1ccccc1,-3%[11.4 µM],0.6%[15.4 µM],nt,0%[11.5 µM],-1%[11.5 µM],nt,nt,nt,nt,1.4%[15.4 µM],nt
Cc1cccc(CNc2cc(-c3ccccc3C)ncn2)c1,?,-0.4%,-4%,-4%,-3%,i,-3%[9.22 µM],i,-7%,2.0%,i
Cc1c(C(=O)N2CCCCCC2)oc2ccccc12,?,1.0%,3%,-2%,0%,i,0%,i,-4%,0.7%,i
CCc1ccc(OCC(O)CN2CCN(c3ccccc3)CC2)cc1 (stereo not drawn),7%,-0.3%,-9%,-1%,0%,i,3%,i,-2%,0.2%,i
CCOc1ccc(C2c3c(oc4cc(C)c(C)cc4c3=O)C(=O)N2CCCN(C)C)cc1OC (stereo not drawn),?,1.4%,nt,-4%,-4%,nt,nt,nt,3%,-0.7%,nt
C=CCCCCCCCCCCCc1ccco1,nt,0.8%,?,-5%,-6%,nt,nt,nt,nt,-2.6%,nt
Cc1ccc(OCc2nnc(NC(=O)Cc3cccs3)s2)cc1,0%,0.4%,-2%,-5%,0%,i,0%,i,-2%,-1.5%,i
CCn1c(=O)c2cc(C(=O)NCc3cccs3)sc2c2ccccc21,3%,-0.6%,nt,-3%,-2%,nt,nt,nt,4%,-1.5%,nt
COc1cc2c(cc1OC)C1=C(C#N)CN(C3CCCCC3)CN1CC2,11%,-0.5%,nt,-10%,-9%,nt,nt,nt,12%,0.7%,nt
O=c1c2[nH]c3ccccc3c2ncn1CCN1CCOCC1,-4%,-0.5%,0%,2%,-1%,i,0%,i,-4%,2.7%,i
CCOC(=O)c1cccnc1SCc1cc(=O)n2ccccc2n1,7%,0.9%,-4%,-3%,-1%,i,2%,?,3%,1.7%,?
